# BLM inh – Bloom syndrome helicase (human) inhibition; recombinant BLM DNA unwinding, fluorescence dequenching; 0.2% of 350,000 active; P54132; AID 2528; Potency, µM (titrated, usually from 56.1 µM), for the others: top-dose activity change, negative = inhibition, usual class: inhibitors;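 note: potency is the fitted concentration of half-maximal effect; plate controls were vehicle for no effect and no enzyme for full effect; nearly all actives have a fitted effect of over 35% in size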
# POLK inh – blocks human DNA polymerase kappa activity; purified Pol kappa, fluorescent DNA synthesis assay, 10 min; Potency, µM (series often up to 107 µM), inactives show at the highest dose activity, negative = inhibition, most hits filed as inhibitors; 0.53% of 400,000 active; Q9UBT6; note: potency is the fitted concentration of half-maximal effect; % is set by controls: 0 for no effect and ±100 for the full control effect
# Target sequence (Q9UBT6 whole entry, looked up): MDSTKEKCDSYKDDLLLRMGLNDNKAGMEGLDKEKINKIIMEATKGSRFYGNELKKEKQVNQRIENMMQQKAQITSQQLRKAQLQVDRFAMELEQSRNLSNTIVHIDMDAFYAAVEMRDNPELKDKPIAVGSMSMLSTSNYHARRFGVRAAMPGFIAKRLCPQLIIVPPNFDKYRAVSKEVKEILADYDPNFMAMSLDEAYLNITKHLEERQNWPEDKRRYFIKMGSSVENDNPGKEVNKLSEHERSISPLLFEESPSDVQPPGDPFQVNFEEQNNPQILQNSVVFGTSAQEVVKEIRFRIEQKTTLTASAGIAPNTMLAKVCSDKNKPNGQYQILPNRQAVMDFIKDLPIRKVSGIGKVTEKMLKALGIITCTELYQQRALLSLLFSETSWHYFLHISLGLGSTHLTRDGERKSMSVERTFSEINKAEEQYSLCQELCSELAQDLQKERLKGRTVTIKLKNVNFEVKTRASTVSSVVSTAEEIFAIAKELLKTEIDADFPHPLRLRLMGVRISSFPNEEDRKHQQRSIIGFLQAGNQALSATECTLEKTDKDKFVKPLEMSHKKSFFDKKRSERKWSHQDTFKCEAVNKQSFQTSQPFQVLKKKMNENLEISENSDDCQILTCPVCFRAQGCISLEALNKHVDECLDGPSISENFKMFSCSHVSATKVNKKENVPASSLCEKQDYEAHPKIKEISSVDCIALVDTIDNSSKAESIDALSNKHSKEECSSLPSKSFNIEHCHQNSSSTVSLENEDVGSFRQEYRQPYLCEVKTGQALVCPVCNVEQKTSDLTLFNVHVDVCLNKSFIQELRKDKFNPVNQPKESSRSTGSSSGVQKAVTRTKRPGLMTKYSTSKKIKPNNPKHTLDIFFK
#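 Kinetic fluorescence readout at 0 and 10 min followed reaction start with substrate at 50 nM final. Beforehand, enzyme (10 nM Pol kappa) stood 15 min with compound at room temperature; buffer-only wells were negative controls.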
# LDHA inh – LDHA (human) enzyme inhibition; P00338; purified LDHA, NADH/diaphorase-resazurin fluorescence; active compounds read low; activity change, % (values are at about 110 or 230 µM); 0.15% of 480,000 active; in the data active = activity change below about -30%; inconclusive = mostly about -25% to -30%;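 note: plate controls were DMSO wells for no effect and wells without enzyme for full effect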
#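 Human LDH5 at 2 nM final in Tris HCl pH 7.4 with 0.06 mM NADH and 0.2 mM pyruvate, reacted 5 minutes at room temperature. Remaining NADH coupled via diaphorase/resazurin; resorufin fluorescence read at 0 and 20 minutes, normalized to enzyme-free and DMSO wells.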
# Apoferritin bind – binds horse apoferritin like a general anesthetic; Potency, µM (titrated, usually from 77.5 µM), without a hit: top-dose activity change, negative = displacement, usual class: inhibitors; AID 485281; 0.074% of 350,000 active; apoferritin/1-aminoanthracene competitive binding, fluorescence; note: potency is the fitted concentration of half-maximal effect; % is set by controls: 0 for no effect and ±100 for the full control effect; nearly all actives have a fitted effect of over 20% in size
# Target sequence (P02791 2-175 limits assumed): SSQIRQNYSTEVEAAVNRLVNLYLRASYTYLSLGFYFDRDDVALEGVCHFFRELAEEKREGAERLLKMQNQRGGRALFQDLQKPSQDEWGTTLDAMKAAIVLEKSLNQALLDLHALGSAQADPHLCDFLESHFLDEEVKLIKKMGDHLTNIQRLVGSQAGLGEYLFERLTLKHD
#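 Probe: 1-aminoanthracene (50% saturated, PBS). Protein: horse-spleen apoferritin, 10 uM. Incubation: 10 min, room temperature. Detection: 380 nm excitation, 535 nm emission. Analysis: normalized response, four-parameter Hill.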
# Pol iota inh – inhibitors of human DNA polymerase iota. Q9UNA4. Pol iota fluorescent replication assay, 10 min. Potency, µM (doses to about 115 µM), for inactives: at the top dose activity, negative = inhibition, hits mostly inhibitors. 1% of 390,000 active. AID 588590; note: potency is the fitted concentration of half-maximal effect
#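 Pol iota at 10 nM preincubated 15 min with compounds at room temperature; reaction started with fluorescent substrate, 50 nM final. Fluorescence read kinetically at 0 and 10 min; buffer-only wells as negative control.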
# Glioma ERSR ind – ER stress response induction in glioma; U87-MG GRP78 promoter luciferase reporter, 16 h; Potency, µM, inactives show top-dose activation, actives largely listed as activators; 0.02% of 420,000 active; AID 602332; note: potency is the fitted concentration of half-maximal effect; series mostly up to about 76 µM; % of control where 0% means no effect; nearly all actives have a fitted effect of over 35% in size
#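 Stably transfected U87-MG human glioma cells carrying a GRP78-based luminescent sensor were seeded at 1000 cells/well, pin-dosed with compounds and incubated 16 h. Luciferase reagent was then added, and end-point luminescence was read after 10 min at room temperature.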
# Pol beta inh – inhibitors of human DNA polymerase beta; Pol beta primer extension/strand displacement, fluorescence kinetic; 1.3% of 340,000 active; Potency, µM (doses to about 114 µM), for the others: at the highest dose activity change, negative = inhibition, most hits filed as inhibitors; P06746; note: potency is the fitted concentration of half-maximal effect; % is set by controls: 0 for no effect and ±100 for the full control effect
#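 Kinetic readout of DNA synthesis with strand displacement by Pol beta. Compound and 10 nM enzyme sit 15 min at room temperature; 50 nM substrate starts the reaction, read immediately and at 10 min.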
# POLH inh – DNA polymerase eta (human) inhibition; Q9Y253; recombinant Pol eta, fluorescent DNA replication assay; Potency, µM (series often up to 114 µM), for the others: top-dose activity change, negative = inhibition, usual class: inhibitors; 1.2% of 390,000 active; note: potency is the fitted concentration of half-maximal effect; % is set by controls: 0 for no effect and ±100 for the full control effect
#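 Pol eta (10 nM) was preincubated with compounds for 15 min at room temperature, after which fluorescent replication substrate (50 nM final) was added to start the reaction. Fluorescence was read kinetically at 0 and 10 min.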
# APEX1 inh – APE1 (human) endonuclease inhibition | Potency, µM (top dose mostly 65.8 µM), without a hit: at the highest dose activity change, negative = inhibition, hits mostly inhibitors | P27695 | recombinant APE1, TAMRA/BHQ-2 abasic DNA cleavage fluorescence | 0.35% of 350,000 active;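 note: potency is the fitted concentration of half-maximal effect; plate controls were vehicle for no effect and reference inhibitor for full effect; nearly all actives have a fitted effect of over 55% in size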
#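 Activity was derived from the fluorescence gain between first and third kinetic reads (60 s intervals, ex 525/em 598 nm) after 50 nM THF-abasic TAMRA/BHQ-2 duplex was added to 0.75 nM APE1 preincubated 15 min with compound.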
# The depositor's hits bear a star; ? = inconclusive; . = not tested or not shown; & = joins results of further samples; [ ] = dose if it differs, or a comment. Unless noted, calls come from the whole dose curve; as a rule, active = well fitted curve in the direction sought with a large enough effect; inconclusive = small, poorly fitted or top-dose-only effect, or another doubt; inactive = no such curve, though single readings can be large; an effect the other way counts as inactive or inconclusive. This is a subset; count on the stated rates, not on these rows.
SMILES,BLM inh,POLK inh,LDHA inh,Apoferritin bind,Pol iota inh,Glioma ERSR ind,Pol beta inh,POLH inh,APEX1 inh
Cc1ccc2c(=O)cc(C(=O)Nc3sc4c(c3C(=O)NCc3cccnc3)CCCC4)oc2c1C,-9%,8%,3,-5%,18%,-3%,22%,-5%,.
CC12CCC(=O)N1C(C(=O)Nc1ccccc1N1CCOCC1)CS2 (stereo not given),-1%,2%,-4,-1%,93%[activator],-4%,49%,-19%,3%
O=C(NC(=O)c1ccc(C(F)(F)F)cc1)Nc1ccc(-c2cnco2)cc1,-2%,-4%,-7,-2%,141%[activator],0%,1%,3%,4%
COc1ccc(S(=O)(=O)N2CCC(C(=O)NCCC(=O)Nc3nccs3)CC2)cc1,2%,6%,-6,4%,14%,1%,4%,-13%,-13%
Cn1nc(-c2ccccc2)c2ncc(C(F)(F)F)cc21,-4%,-4%,-5,-1%,32%[activator],2%,7%,6%,-7%
COc1nc(NC23CC4CC(CC(C4)C2)C3)nc(OC)n1,0%,-12%,-1,7.1µM*,-2%,1%,33%,-15%,2%
CC(C)(c1ccc(O)cc1)c1ccc(O)cc1,-3%,-17%,-5,-20%,0%,2%&0%,7%,-3%,6%&-3%&-1%
Cc1oc(-c2ccccc2F)nc1CS(=O)(=O)CC(=O)NCc1ccccc1Cl,-7%,-4%,-7,?,26%,-2%,-3%,-20%,8%
CC(=O)c1cccc(Nc2ccc3cc(S(=O)(=O)N4CCCC4)ccc3n2)c1,-3%,7%,3&-11,-10%,2%,-5%,3%,-7%,.
CCOC(=O)N1CCN(C(=O)CSc2nc3c([nH]c4ccccc43)c(=O)n2CCOC)CC1,-11%,-2%,-6,-5%,21%,-3%,37%,-1%,0%
O=c1[nH]c(-c2ccccc2)c(-c2ccccc2)nc1[N+](=O)[O-],-5%,7%,-3,4%,9%,-1%,49%,-6%,-11%
Nc1c(C(=O)Nc2ccccc2)nnn1Cc1ccc(F)cc1Cl,-4%,-3%,1,-10%,45%[activator],.,38%,.,.
Cc1oc(-c2cccc(Cl)c2)nc1CN1CCC(C(=O)NC(C)C)CC1,3%,-20%,-10,-6%,89µM*,-3%,15%,-16%,.
CCOC(=O)CSc1snnc1-c1ccccc1,0%,5%,0,?,11%,-3%,-2%,1%,0%
NCCCCCCNS(=O)(=O)c1ccc2c(Cl)cccc2c1,24%,2%,7,.,37%[activator],-5%&-5%,.,.,-7%
O=C(CCNS(=O)(=O)c1ccccc1C(F)(F)F)N1CCCCCCC1,.,-4%,-7,.,4%,0%,.,-14%,-12%
Cc1ccc(CNC(=O)c2ccc(CSCc3c(F)cccc3Cl)o2)cc1,-10%,-12%[60.1 µM],-2,-1%,12%,-3%,4%,-26%,.
COC(=O)c1ccc(Cn2nnc3c(=O)[nH]c(C4CCN(S(=O)(=O)c5cc(C)ccc5C)CC4)nc32)cc1,-8%,2%,-1,-5%,4%,0%,18%,-5%,-6%
CCc1cccc(NC(=O)CCc2nc3sc4c(c3c(=O)[nH]2)CCCC4)c1,.,?,-2,.,18µM*,-6%,.,32µM*,-18%
CCOc1ccc(CSC(=N)N)cc1[N+](=O)[O-],-1%,3%,-13,-17%,29%,-5%,21%,-24%,7%
Cc1ccc(S(=O)(=O)NCC(=O)OCC(=O)N2N=C(c3ccc(Cl)cc3)CC2c2ccco2)cc1C (stereo not given),-8%,4%,-2,5%,9%,0%,13%,-17%,4%
CCN(CC)C(=O)CN(C#N)c1nc(NC(C)C)nc(NC(C)C)n1,1%,-11%,0,-9%,14%,-2%,0%,-8%,-2%
CCOc1ccc2nc(N3CCCC(C(=O)NCCCN4CCOCC4)C3)sc2c1 (stereo not given),1%,-5%,0,1%,-8%,2%,-24%,-7%,0%
Cc1cc(NC(=O)C2Oc3ccccc3OC2C)no1 (stereo not given),-2%,-14%,-5,-20%,-25%,4%,1%,-8%,2%
CC(Cc1cccs1)NC(=O)Nc1cccc(Cl)c1 (stereo not given),-2%,-4%,-1,?,-7%,-2%,-3%,-4%,?
COc1ccc(/C=N/N2CCN(C3c4ccccc4-c4ccccc43)CC2)cc1OC,-5%,-8%,-6,2%,14%,0%,19%,-13%,6%
CCOC(=O)C1CCN(C(=O)c2ccc3c(c2)sc2nc(-c4ccc(OC)cc4)cn23)CC1,-3%,-15%,4,-16%,18%,-5%,9%,-15%,.
COc1cc(C)c(CNc2cc(C)cc(C)c2)cc1C,-8%,-8%,1,-19%,-7%,-6%,0%,-4%,6%
CCc1cc(=O)[nH]c(SCc2nc(-c3cccc(Cl)c3)no2)n1,0%,2%[60.1 µM],4,?,1%,-2%,27%,-11%,.
CC(C)CN(C(=O)CN(C)C(=O)Cc1ccc(Cl)cc1)c1c(N)n(CC(C)C)c(=O)[nH]c1=O,.,0%,-8&4,.,54%[activator],0%,.,-1%,46%
CC(SCC(=O)Nc1ccc(S(=O)(=O)N2CCCCC2)cc1)C(=O)O (stereo not given),-5%,1%,-6,-15%,-8%,-4%,12%,?,3%
Cc1ccc(Nc2nc(-c3ccc(S(=O)(=O)N4CCOCC4)cc3)cs2)cc1Cl,-5%,-18%,1&-6,-15%,5%,-10%,-5%,-13%,-5%
OC(CSc1ccccc1Cl)CN1CCN(c2ccccc2F)CC1 (stereo not given),-4%,-8%,0,7%,9%,-3%,1%,-13%,-4%
NNC(=O)c1c[nH]c2ccc(OCc3ccccc3)cc12,.,-5%,-3,.,-1%,-1%,.,-11%,.
CCOC(=O)CCCN1CC(O)=C(c2nc(-c3ccc(Cl)cc3)cs2)C1=N,-5%,-19%,-9,-10%,106%[activator],0%,-28%,-9%,-1%
Cc1sc(NC(=O)CCl)c(C(=O)c2ccccc2)c1C,-8%,-8%,2,-20%,?,?,0%,-12%,-2%
Cc1ccc2c(c1)C(=O)C(=O)N2c1ccc(C(F)(F)F)cc1,.,5%,1,.,67%[activator],-2%,.,3%,-7%
CCN(c1cccc(C)c1)S(=O)(=O)c1ccc2c(c1)NC(=O)CS2,-6%,-1%,0,4%,0%,2%,13%,-1%,78%[activator]
COc1ccc(NC(=O)c2cc(=O)[nH]c3ccccc23)cc1,-3%,4%,-1&-3,-2%,56%[activator],2%,4%,-4%,-1%
Cc1ccc(C)c(OCCn2cc(C(=O)c3cccs3)c3ccccc32)c1,-8%,4%,-8,-18%,-3%,-4%,26%,-8%,.
CC(C)N1CCc2c(sc(NC(=O)c3cc(-c4cccs4)nc4ccccc34)c2C(N)=O)C1,47%[activator],-9%,3,-14%,26%,-13%,8%,-8%,-6%
CC[C@]12c3[nH]c4cc(-c5ccco5)ccc4c3CCN1C(=O)[C@@H](CC(=O)NC/C=C(\C)CCC=C(C)C)C[C@@H]2C(=O)N1CCN(C(=O)C2CC2)CC1,.,0%,2,.,?,0%,.,-9%,-16%
CC(=O)c1cccc(NC(=O)CCCOc2ccc(C)cc2)c1,1%,-15%,-7,0%,10%,-2%,10%,-18%,-1%
Cc1cc(O)c(C(=O)/C=C/c2ccc(Cl)cc2)c(=O)o1,-13%,-13%,-5,-2%,85%[activator],-2%,-27%,-9%,55%[activator]
N#CCCn1cc(C(CC(=O)c2ccc(Br)cc2)C(=O)O)c2ccccc21 (stereo not given),0%,11%,3,-11%,-10%,-2%,-26%,-6%,2%
CCCCN(CC)CCCNC(=O)c1nn(C)c2c1CSc1ccccc1-2,0%,3%,1,-3%,14%,-1%,-27%,-23%,.
CC(C)c1csc(CN2CCCC(CCC(=O)NCc3ccccc3F)C2)n1 (stereo not given),-3%,-4%,3,-16%,12%,-1%,4%,-6%,-3%
O=C(COC(=O)c1cc(-c2cccnc2)nc2ccccc12)Nc1ccc(F)cc1F,2%,-5%[60.1 µM],1,-1%,23%,7%,33%,1%,-16%
O=c1c(-c2ccco2)[n+]([O-])c2ccccc2n1OCc1ccccc1,5%,5%,1,-6%,?,-7%,?,6%,-4%
Cc1cccc(Oc2c(C=O)c3ccccc3n2C)c1,-4%,-6%,-3,?,?,-3%,-7%,6%,-7%
CCCCNC(=O)C1CCCN(S(=O)(=O)c2ccc(-n3cnnn3)cc2)C1 (stereo not given),-7%,-3%,-7,-6%,-16%,-5%,26%,3%,-2%
Cc1ccc(C)c(NC(=O)Cn2nc(C)c3nn(-c4ccc(Cl)cc4)c(C)c3c2=O)c1,-6%,-3%[60.1 µM],-8,-5%,15%,-3%,11%,-17%,.
COc1ccc(-c2cc(C(=O)N3CCN(c4ncccn4)CC3)c3ccccc3n2)cc1,.,6%,2,.,-1%,7%,.,-12%,28%
CCCCCCCCNc1ncnc2[nH]ncc12,.,-3%,4,.,25%,0%,.,-14%,.
CCCCOC(=O)Nc1cccc(C(=O)OCC)c1,-1%,-5%,-13,-12%,11%,-7%,21%,-8%,?
Cc1nn(Cc2ccccc2)c(=O)n1N(C)c1ncc(C(F)(F)F)cc1Cl,0%,-4%,-5,-22%,21%,-1%,8%,-21%,-1%
CCOc1cc(-c2cc(-c3ccc(C)cc3)nc(N)c2C#N)ccc1O,-6%,-13%,8,6%,5%,-6%,23%,-14%,7%

# 2 records picked at random from those above:
SMILES,BLM inh,POLK inh,LDHA inh,Apoferritin bind,Pol iota inh,Glioma ERSR ind,Pol beta inh,POLH inh,APEX1 inh
CCCCOC(=O)Nc1cccc(C(=O)OCC)c1,-1%,-5%,-13,-12%,11%,-7%,21%,-8%,?
Cc1cccc(Oc2c(C=O)c3ccccc3n2C)c1,-4%,-6%,-3,?,?,-3%,-7%,6%,-7%

# Screening results deposited in PubChem BioAssay by National Center for Advancing Translational Sciences (NCATS).
